High-throughput results from PubChem.
Mtb BioA inh – inhibitors of Mycobacterium tuberculosis BioA enzyme; inhibition, % at 9.99 µM; purified M. tuberculosis BioA enzyme, plate reader; hit rate 0.096% among 360,000; in the data active = inhibition above about 40%; inconclusive = no clear call, values can overlap the other calls
CCHF vOTU inh – CCHFV vOTU protease inhibition; inhibition, % at 11.5 µM; hit rate 0.55% among 370,000; Pep-AMC fluorescence; AID 651958; also: 0% = vehicle wells with enzyme and 100% = no enzyme wells
GDH-TPI counter – GDH-TPI coupled enzyme inhibition counter-screen. GDH-TPI coupled enzyme counterscreen, NADH absorbance. inhibition, % at 4.8 µM. hit rate 1.2% among 360,000. AID 588335;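 also: 0% = DMSO wells and 100% = wells lacking the enzyme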
UGM FP inh – inhibitors of M. tuberculosis UDP-galactopyranose mutase; P9WIQ1; purified UGM, fluorescence polarization probe displacement; inhibition, % at 10 µM; hit rate 0.06% among 320,000; AID 504406; in the data active = inhibition above about 10%, passing the limit was not always enough; inconclusive = no clear call, values can overlap the other calls
Target sequence (P9WIQ1 whole entry, looked up): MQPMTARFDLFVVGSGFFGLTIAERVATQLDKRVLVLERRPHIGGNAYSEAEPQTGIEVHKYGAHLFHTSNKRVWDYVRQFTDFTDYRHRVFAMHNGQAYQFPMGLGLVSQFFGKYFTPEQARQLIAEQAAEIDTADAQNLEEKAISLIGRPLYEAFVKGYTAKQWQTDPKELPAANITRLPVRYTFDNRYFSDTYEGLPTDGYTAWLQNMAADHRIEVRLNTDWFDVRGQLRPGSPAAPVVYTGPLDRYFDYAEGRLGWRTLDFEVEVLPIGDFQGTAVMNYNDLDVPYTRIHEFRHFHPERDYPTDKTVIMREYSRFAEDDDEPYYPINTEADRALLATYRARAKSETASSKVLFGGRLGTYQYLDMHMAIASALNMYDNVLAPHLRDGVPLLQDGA
MazF activator – increases E. coli MazEF RNase cleavage of RNA; P0AE70; FAM/BHQ RNA-DNA oligo cleavage fluorescence, 5 h; hit rate 0.32% among 350,000; activation, % at 20 µM; AID 504720; in the data active = activation above about 50%
FadD28 FP inh – M. tuberculosis FadD28 bisubstrate binding inhibition. FadD28 bisubstrate probe binding, fluorescence polarization. inhibition, % at 12.5 µM. hit rate 0.22% among 360,000; in the data active = inhibition above about 8.5%, passing the limit was not always enough; inconclusive = no clear call, values can overlap the other calls
Rv3671c inh – Rv3671c (M. tuberculosis) protease inhibition; P9WHR9; inhibition, % at 5.96 µM; hit rate 0.048% among 320,000; in the data active = inhibition above about 38%;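 also: extracellular domain of Rv3671c used as enzyme; 0% = enzyme with DMSO and 100% = no enzyme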
Target sequence (P9WHR9 whole entry, looked up, the tested form may be a part): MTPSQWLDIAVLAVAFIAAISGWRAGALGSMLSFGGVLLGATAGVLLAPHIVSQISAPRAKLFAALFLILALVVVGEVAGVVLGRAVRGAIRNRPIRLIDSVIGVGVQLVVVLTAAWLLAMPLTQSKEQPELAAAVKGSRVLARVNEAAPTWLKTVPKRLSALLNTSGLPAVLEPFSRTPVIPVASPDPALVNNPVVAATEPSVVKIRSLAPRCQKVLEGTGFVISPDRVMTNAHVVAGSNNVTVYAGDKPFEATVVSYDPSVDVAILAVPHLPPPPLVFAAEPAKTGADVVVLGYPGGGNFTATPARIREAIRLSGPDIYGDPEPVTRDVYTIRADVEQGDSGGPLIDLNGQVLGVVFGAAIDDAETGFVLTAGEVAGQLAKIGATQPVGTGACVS
VHR inh abs – DUSP3 (human) phosphatase inhibition; recombinant VHR phosphatase, pNPP absorbance; P51452; inhibition, % at 13.3 µM; hit rate 0.52% among 290,000; in the data active = inhibition above about 50%; also: some compounds called inactive have numbers as strong as hits
Target sequence (P51452 whole entry, looked up): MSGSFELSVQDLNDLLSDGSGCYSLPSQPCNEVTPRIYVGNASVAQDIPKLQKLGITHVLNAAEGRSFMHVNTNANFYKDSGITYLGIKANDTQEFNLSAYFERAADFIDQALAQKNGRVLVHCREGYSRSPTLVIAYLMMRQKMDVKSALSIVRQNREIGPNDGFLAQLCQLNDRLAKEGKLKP
BoNT-F LC inh – blocks Botulinum neurotoxin F light chain protease; AID 588497; inhibition, % at 10 µM; Multiplex microsphere protease cleavage assay, flow cytometry; hit rate 0.22% among 360,000; in the data active = inhibition above about 35%, passing the limit was not always enough; inconclusive = no clear call, values can overlap the other calls; also: plate controls were buffer without enzyme for full effect and enzyme alone for no effect
FBA Mtb inh – inhibitors of M. tuberculosis fructose-bisphosphate aldolase; P9WQA3; purified M. tuberculosis FBA, fluorescence read-out; inhibition, % at 1 µM; hit rate 2.3% among 360,000; in the data active = inhibition above about 27%;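 also: 0% = vehicle and 100% = reference inhibitor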
Starred values were filed as active, the others as inactive; ? = inconclusive; · = not tested or not shown; + = active, no number. Rule as the data show it, unless noted: active = inhibition above about 30%; inactive = the rest.

SMILES | Mtb BioA inh | CCHF vOTU inh | GDH-TPI counter | UGM FP inh | MazF activator | FadD28 FP inh | Rv3671c inh | VHR inh abs | BoNT-F LC inh | FBA Mtb inh
N#Cc1c(/N=C/c2ccco2)sc2c1CCCCC2 | 0.9 | -7 | 6 | 0.4 | -1 | 1.0 | 1 | -10 | 1 | 3
O=C(c1ccc(Cl)c(S(=O)(=O)NCc2ccco2)c1)N1CCN(c2ccc(F)cc2)CC1 | 1.2 | -1 | 3 | -1.8 | 3 | 1.3 | 1 | 40 | -1 | -3
CCOc1ccccc1NC(=O)/C(C#N)=C/c1c(C)nn(-c2ccccc2)c1Cl | · | 17 | -1 | 1.7 | -1 | 1.8 | -6 | -3 | -27 | 7
O=C(NCc1cccnc1)c1cc(C2CCCCN2C(=O)c2ccccc2)on1 (centres undefined) | -3.4 | 13 | 5 | · | · | -2.7 | · | · | -2 | -2
Cc1ocnc1C(=O)Nc1ccc(Cl)cc1 | -0.1 | -5 | 7 | -4.0 | 3 | -4.8 | -9 | 12 | -4 | 1
COCCCNC(=O)c1c(N)n(-c2ccc(S(N)(=O)=O)cc2)c2nc3ccccc3nc12 | -0.8 | -154 | 25 | -0.7 | 17 | -0.4 | -3 | 21 | 6 | +
CCOc1ccc(NC(=O)CSc2nc3c(c(=O)n2C)SC(C)C3)cc1 (centres undefined) | 4.3 | 2 | 18 | -0.3 | 6 | -3.0 | -11 | -23 | 1 | -3
CCc1ccc(C2C(C#N)=C(N)Oc3cc(N)ccc32)cc1 (centres undefined) | -2.2 | 6 | 1 | 1.2 | 24 | 1.3 | -10 | -8 | ? | 5
O=C(CNC(=O)c1ccc(Cl)cc1Cl)OCc1cn2cc(Br)ccc2n1 | 0.4 | -2 | -4 | -2.9 | 2 | -3.3 | 5 | · | 6 | -3
CC(=O)n1cc([C@@H]2C=C(C(=O)N3CCN(C)CC3)O[C@H](OCc3ccc(CO)cc3)C2)c2ccccc21 | 0.7 | 2 | 4 | 3.8 | -6 | -2.3 | -9 | · | -3 | 0
c1ccc(Oc2nnc(-c3cccs3)c3ccccc23)cc1 | -0.3 | -4 | -2 | 6.5 | -7 | -4.2 | 5 | 2 | 0 | -5
CCOc1ccc(-n2nnnc2SCC(=O)NC2CCCC2)cc1 | 0.0 | -11 | -1 | -1.0 | 2 | -3.1 | 4 | 0 | 8 | -2
O=C(NC1CCCCC1)C(c1ccncc1)N(Cc1ccc2c(c1)OCO2)C(=O)C(F)(F)F (centres undefined) | 1.3 | 14 | 9 | 3.4 | 5 | -0.3 | -3 | 16 | -6 | -8
CC(C)N1CCc2c(sc(NC(=O)Cc3ccccc3)c2C#N)C1 | 0.8 | 4 | 12 | 3.9 | -13 | -1.1 | 2 | 33 | -5 | 7
COc1cc(-c2cc(C(=O)Nc3ccc(N4CCOCC4)cc3)c3ccccc3n2)cc(OC)c1OC | 0.5 | 0 | 42* | -1.5 | 11 | -2.5 | 6 | 2 | -1 | -2
Cc1cn([C@H]2C[C@H](O)[C@@H](CNC/C=C/c3ccccc3[N+](=O)[O-])O2)c(=O)[nH]c1=O | 0.0 | -6 | 7 | · | -9 | -0.3 | · | · | -4 | -1
CC(C)(C)n1nnnc1C(C1CC1)N1CCC2(CC1)C(=O)NCN2c1ccccc1 (centres undefined) | 7.9 | 8 | · | · | · | -4.4 | · | · | 2 | -5
O=C(C1=C(O)C(=O)N(CCN2CCOCC2)C1c1cccc([N+](=O)[O-])c1)c1cc2ccccc2o1 (centres undefined) | -0.8 | 5 | 19 | · | -14 | 1.7 | · | · | -3 | 5
CCC(C)(C)C1CCc2[nH]nc(C(=O)NCc3ccc(Cl)cc3)c2C1 (centres undefined) | -1.1 | 6 | -6 | -1.9 | -1 | -4.5 | -4 | · | -1 | -1
COCCNCCCCOc1ccc(C)cc1[N+](=O)[O-] | 0.5 | -3 | 10 | 1.6 | 3 | 1.2 | -1 | 4 | -2 | 0
CCOc1ccc(CN2CCN(C3CCSCC3)CC2CCO)cc1 (centres undefined) | 0.1 | -12 | 12 | 1.7 | 2 | -1.0 | -1 | 31 | -5 | -2
COC(=O)[C@]1(Cc2ccccc2)N[C@H](CN(C)C(=O)c2ccc(C)cc2)[C@@H]2C(=O)N(Cc3ccccc3)C(=O)[C@@H]21 | 0.0 | 5 | 3 | · | -2 | -0.4 | 1 | · | 2 | -2
COc1ccccc1Nc1nc(C2(C)CCC(=O)O2)cs1 (centres undefined) | 0.7 | -4 | 4 | -1.0 | 4 | -1.1 | -2 | 0 | -8 | -3
Cc1cccc(NS(=O)(=O)c2ccc3c(c2)NC(=O)CO3)c1C | -0.7 | 8 | 0 | 0.0 | 13 | -0.5 | 4 | 6 | 12 | 5
C=CCN=C1CC(C)(C)CC(=O)/C1=C(\O)c1ccccc1 | 0.3 | -5 | 20 | 0.5 | 10 | -0.6 | -2 | 7 | 4 | -1
SMILES | Mtb BioA inh | CCHF vOTU inh | GDH-TPI counter | UGM FP inh | MazF activator | FadD28 FP inh | Rv3671c inh | VHR inh abs | BoNT-F LC inh | FBA Mtb inh
Cc1nnc(SCc2cccc([N+](=O)[O-])c2)o1 | -1.6 | 5 | -1 | 0.5 | -1 | -0.5 | 1 | 17 | 1 | 0
CC(C)c1ccc(C(=O)CSc2ncn[nH]2)cc1 | · | -10 | -4 | 2.1 | -2 | -5.4 | -10 | 0 | 7 | -4
COc1ccc(Cc2noc(CN(C)Cc3cccc(-n4cccn4)c3)n2)cc1OC | · | -7 | -3 | 1.3 | -6 | -0.7 | 8 | 3 | -5 | 4
Cc1ccc(S(=O)(=O)N(CC(=O)c2ccc(Cl)cc2)C(=O)N2CCN(C)CC2)cc1 | -1.1 | 0 | 13 | 4.5 | -3 | 0.1 | -6 | · | -4 | 0
CN(C(=O)COC(=O)COc1ccc(N(C)S(=O)(=O)c2ccc(Cl)cc2)cc1)c1ccccc1 | 0.3 | 29 | -6 | · | -24 | -4.7 | · | · | -3 | 0
CCC(C)C1C(C#N)=C(N)OC2=C1C(=O)CC(C)(C)C2 (centres undefined) | 0.8 | 3 | 4 | 0.7 | -2 | 0.1 | 6 | 1 | -3 | 2
O=C(Nc1nnc(SCC(=O)N2CCOCC2)s1)c1ccccc1Cl | -0.3 | 3 | 10 | 0.0 | 2 | -3.2 | 2 | 11 | -1 | -1
O=C(CCNS(=O)(=O)c1ccc(Cl)cc1)N1CCCCCC1 | 0.2 | -10 | 6 | 2.0 | 1 | -2.7 | -4 | 10 | -3 | -2
COc1ccc(CC2(CO)CCN(Cc3cnn(-c4ccccc4)c3)CC2)cc1 | · | -8 | 0 | 2.6 | -18 | -0.6 | 1 | 20 | -4 | 0
COc1ccc(C(c2c(O)cc(C)oc2=O)c2c(O)cc(C)oc2=O)cc1 | 2.8 | 4 | 0 | 2.2 | -2 | -2.3 | -2 | -8 | 0 | 3
CCOC(=O)c1nc[nH]c1C | -0.9 | -15 | 0 | 0.1 | 8 | 0.4 | 6 | 27 | -4 | 4
COc1ccc(CCn2c(=N)c(C(=O)NC3CCCCC3)cc3c(=O)n4ccccc4nc32)cc1 | -0.7 | 14 | 8 | -1.0 | -25 | -2.4 | -5 | 15 | 11 | 3
C=CCn1c(=O)c2ccccc2n2c(SCC(=O)c3ccccc3)nnc12 | -2.4 | 4 | 3 | 0.0 | 2 | -3.5 | -4 | -3 | 17 | 2
Cc1ccnc(NS(=O)(=O)c2ccc(NC(=O)Cc3ccc(Br)cc3)cc2)n1 | -1.0 | 5 | -2 | 2.9 | 1 | -3.3 | 2 | 40 | 6 | 1
S=C(NCc1ccco1)NC1CCCc2ccccc21 (centres undefined) | · | -5 | 8 | 1.9 | -2 | -1.1 | -2 | 27 | 1 | 0
COc1ccc([C@@H]2[C@@H]3C(=O)N(C(C)(C)C)C(=O)[C@@H]3[C@]3(Cc4ccccc4)C(=O)N(c4ccc(OC)cc4)C(=O)N23)cc1 | 1.2 | 19 | -11 | -4.0 | 4 | -2.6 | 1 | · | -2 | 3
COc1ccc(C(=O)NCC2(N3CCCCC3)CCCCC2)cc1S(=O)(=O)N(C)C | -3.0 | 6 | -3 | 1.4 | 4 | 1.7 | 5 | 6 | -2 | 0
CC(=O)Nc1ccc(S(=O)(=O)N2CCN(c3cc(C)nc4ncnn34)CC2)cc1 | · | -1 | -2 | -0.3 | 2 | -7.3 | 2 | 8 | -4 | 0
CCCC(c1nnnn1Cc1ccc(OC)cc1)N1CCN(c2ccccc2)CC1 (centres undefined) | -0.7 | 1 | -2 | · | -4 | 1.4 | · | 18 | ? | 4
COc1ccc(C2C3=C(CC(C)(C)CC3=O)Oc3ncn4nc(-c5ccccc5)nc4c32)cc1 (centres undefined) | · | 1 | 5 | · | -24 | -0.5 | · | · | · | 7
O=C(COC(=O)/C=C/c1ccc([N+](=O)[O-])cc1)NC1CCCCC1 | -3.3 | -3 | 12 | 3.5 | 7 | -0.9 | -6 | · | 9 | 3
CC(C)c1c(C(=O)N/N=C/c2ccc3c(c2)OCO3)nnn1-c1nonc1N | 8.4 | 1 | 9 | -2.7 | 10 | -2.1 | -2 | 14 | -7 | 0
COc1ccc(C(=O)COC(=O)[C@H](C)Nc2ccc(C(F)(F)F)cc2[N+](=O)[O-])c(OC)c1 | -2.5 | 9 | 0 | -2.3 | 3 | 0.4 | 4 | 19 | -12 | -4
COc1cccc(C2=NOC(C(=O)Nc3cc(C)nn3-c3ccccc3)C2)c1OC (centres undefined) | 0.1 | -4 | 3 | -2.6 | 4 | -0.8 | 6 | 34 | 5 | -1
CCc1c(C(=O)Nc2cc(C(=O)OC)ccc2C)csc1C | -0.6 | -1 | -7 | -3.3 | 7 | -1.6 | · | 14 | -7 | 2
SMILES | Mtb BioA inh | CCHF vOTU inh | GDH-TPI counter | UGM FP inh | MazF activator | FadD28 FP inh | Rv3671c inh | VHR inh abs | BoNT-F LC inh | FBA Mtb inh
CC12COC3(C(=O)Nc4ccccc4F)CC1CCC32C (centres undefined) | -0.1 | 2 | 1 | 1.6 | 4 | -0.5 | -6 | 27 | 8 | 0
COc1ccc(NC(=O)C2CSC3c4ccccc4C(=O)N23)cc1 (centres undefined) | -2.5 | -10 | -4 | 5.4 | 8 | -0.8 | 0 | 5 | 4 | 3
COc1ccc(C(=O)NNC(=S)NC(=O)c2cccnc2)cc1 | · | -2 | 3 | 1.9 | -3 | 0.3 | 17 | 2 | 0 | 1
O=C1CC(NS(=O)(=O)c2cccs2)CN1c1ccccc1 (centres undefined) | 1.5 | -5 | 8 | 0.7 | 10 | -1.2 | 2 | · | 6 | 4
CCCOc1ccc(NC(=O)CC2C(=O)N(C)C(=S)N2Cc2cccs2)cc1 (centres undefined) | 0.1 | 6 | -4 | 0.8 | 97* | -4.9 | 2 | -8 | -6 | 0
O=C(CSc1cnc2ccccc2n1)c1ccc(F)cc1 | · | 0 | 11 | 0.9 | -3 | -3.1 | -10 | -4 | -9 | 0
COc1cccc(NC(=O)c2ccc(S(=O)(=O)NCc3cccnc3)cc2)c1 | 7.8 | -14 | -6 | -0.3 | 8 | -2.8 | 2 | -15 | 9 | 2
